# Compound activity as filed in PubChem BioAssay.
# TRPC6 activator – activates the mouse TRPC6 cation channel; HEK293-TRPC6 membrane potential dye fluorescence; active compounds read high; B-score at 10 µM; hit rate 0.13% among 310,000;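 active = B-score of the integrated fluorescence ratio above library mean plus 3 SD, and starting fluorescence ratio within library mean plus 5 SD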;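 also: higher score means more depolarization so channel activation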
# TRPC4 block – TRPC4 (mouse) channel inhibition; HEK293 TRPC4beta/mu-opioid, DAMGO-evoked Fluo4 calcium flux; active compounds read low; B-score at 10 µM; hit rate 0.39% among 300,000;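 active = B-score over 3 SD under the library average, no early fluorescence shift, positive overall ratio signal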
#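 Assay system: TRPC4beta/mu-opioid receptor HEK293 cell line; compound dosing: single concentration per test compound; detection: Fluo4 Ca2+ flux fluorescence; evaluation: per-well B score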
# TRPC4 act – activators of mouse TRPC4 channel | Q9QUQ5 | HEK293 TRPC4beta/mu-opioid, Fluo4 calcium fluorescence; active compounds read high | B-score at 10 µM | hit rate 0.49% among 310,000;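 active = B-score above 5 SD of library B-scores, and initial fluorescence ratio not above library mean plus 5 SD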;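 also: positive B-score marks a calcium rise read as TRPC4 activation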
#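 Assay system: HEK293 cells stably co-expressing mouse TRPC4beta and mu-opioid receptor / Timing: Fluo4 dye loading 45 min at room temperature, 110 s recording / Signal: Fluo4 calcium-sensitive dye fluorescence, kinetic, 1 Hz baseline / Read-out: integrated baseline-normalised fluorescence ratio, converted to per-well B score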
# TRPC6 inh – blocks the mouse TRPC6 cation channel | HEK293-TRPC6, membrane potential dye, ACh-evoked depolarization; active compounds read low | B-score at 10 µM | hit rate 1.1% among 310,000 | AID 2553;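 active = B-score under library mean minus 3 SD, initial fluorescence not abnormally high, positive integrated signal ratio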;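 also: B-score derived from integrated fluorescence ratio over the kinetic read; more negative B-score means stronger inhibition of depolarization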
# MrgX1 allo act – allosterically activates human MrgX1 receptor signaling; Q96LB2; MrgX1-HEK293, Fluo-4 calcium flux, FDSS; active compounds read high; B-score at 10 µM; hit rate 0.63% among 310,000; AID 588675;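 active = plate-corrected calcium response at least 3 library SD above typical, normal starting fluorescence, not activating the receptor alone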;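 also: compound read alongside a low EC10 to EC30 dose of BAM8-22 agonist; peak minus trough fluorescence over baseline measured at the second addition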
# SKKanGAS inh – SKKanGAS growth inhibition; S. pyogenes SKKanGAS, kanamycin growth, BacTiter-Glo, 6 h; inhibition, % at 7.5 µM; hit rate 1.3% among 300,000; AID 1662;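 active = mean replicate score, as percent of positive control median, at least 50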;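 also: strain carries kanamycin resistance gene driven by streptokinase promoter and grows in 40 µg/ml kanamycin; loss of luminescence reflects streptokinase promoter inhibition or plain growth inhibition; 0% = median of DMSO wells and 100% = positive control at its reference dose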
# TRPC4 potent – allosterically enhances the mouse TRPC4 cation channel | HEK293 TRPC4beta/mu-opioid, DAMGO EC20, Fluo-4 Ca2+ flux; active compounds read high | B-score at 10 µM | hit rate 0.42% among 310,000;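 active = B-score of calcium response area above 5 SD of library B-scores, with initial fluorescence ratio within 5 SD of library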;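 also: B-score of integrated fluorescence ratio over time as area under calcium response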
# MrgX1 ag – human MrgX1 receptor agonism, primary screen | MrgX1-HEK293 cells, Fluo-4 calcium fluorescence, agonist mode; active compounds read high | B-score at 10 µM | hit rate 0.44% among 310,000;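 active = calcium response B-score plate-corrected fluorescence ratio at least 3 library SD, with starting fluorescence B-score inside 5 SD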
#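 Assay system: stable human MrgX1 HEK293 cell line. Quantity: 15,000 cells per well. Schedule: cells plated overnight, dye loaded 0.5 h 37 °C, 0.5 h room temperature. Detection: Fluo-4 NW calcium-flux fluorescence, kinetic read. Read-out basis: peak-minus-minimum fluorescence over baseline, converted to B scores. Control set: positive and negative control wells on each plate.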
# ANO1 block – inhibitors of mouse TMEM16A calcium-activated chloride channel; AID 588511; hit rate 1.2% among 310,000; normalized B-score (activity score, 25-100; higher = stronger inhibition) at 10 µM; HEK293 TMEM16A/YFP iodide influx fluorescence, ionomycin; Q8BHY3;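 active = ratio plate-corrected score three or more library SD toward inhibition, starting fluorescence score within five deviations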;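 also: score derived from kinetic fluorescence span divided by baseline fluorescence per well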
# Target sequence (Q8BHY3 whole entry, looked up): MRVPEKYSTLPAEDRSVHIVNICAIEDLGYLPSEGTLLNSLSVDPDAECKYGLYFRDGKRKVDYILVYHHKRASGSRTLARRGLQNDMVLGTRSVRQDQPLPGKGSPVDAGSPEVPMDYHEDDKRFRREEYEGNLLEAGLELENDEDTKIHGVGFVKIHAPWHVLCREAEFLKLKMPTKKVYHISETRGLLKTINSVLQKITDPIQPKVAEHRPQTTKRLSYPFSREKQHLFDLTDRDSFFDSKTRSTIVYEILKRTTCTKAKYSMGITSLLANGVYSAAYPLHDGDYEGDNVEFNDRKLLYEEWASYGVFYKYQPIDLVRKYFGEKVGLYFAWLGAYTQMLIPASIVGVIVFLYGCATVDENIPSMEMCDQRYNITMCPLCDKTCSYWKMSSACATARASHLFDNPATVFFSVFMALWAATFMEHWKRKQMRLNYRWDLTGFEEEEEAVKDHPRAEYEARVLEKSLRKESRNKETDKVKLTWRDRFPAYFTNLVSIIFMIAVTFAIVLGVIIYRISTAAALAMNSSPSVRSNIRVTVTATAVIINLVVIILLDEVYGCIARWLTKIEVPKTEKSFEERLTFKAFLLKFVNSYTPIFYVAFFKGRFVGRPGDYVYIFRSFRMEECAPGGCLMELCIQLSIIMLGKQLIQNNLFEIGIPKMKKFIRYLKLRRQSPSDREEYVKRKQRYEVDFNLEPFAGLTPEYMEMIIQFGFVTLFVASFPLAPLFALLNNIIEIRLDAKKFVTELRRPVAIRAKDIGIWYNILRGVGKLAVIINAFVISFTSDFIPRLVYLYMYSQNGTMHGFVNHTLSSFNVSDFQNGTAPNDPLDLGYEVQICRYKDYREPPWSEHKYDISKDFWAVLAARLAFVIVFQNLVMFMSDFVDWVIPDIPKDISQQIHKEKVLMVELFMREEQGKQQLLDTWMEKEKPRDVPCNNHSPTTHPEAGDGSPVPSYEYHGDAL
# MrgX1 antag – antagonists of human MrgX1 receptor | B-score at 10 µM | hit rate 1.3% among 310,000 | MRGX1-HEK293 calcium flux, Fluo-4, BAM8-22 antagonism; active compounds read low | Q96LB2;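 active = calcium-response B-score plate-corrected more than 3 library SD below zero, starting fluorescence within 5 deviations, no agonist response on first addition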;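 also: peak minus trough fluorescence over baseline after final BAM8-22 challenge near maximal dose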
# ANO1 activ – mouse TMEM16A channel activation, primary screen | B-score at 10 µM | hit rate 0.3% among 340,000 | HEK293 TMEM16A/YFP-H148Q/I152L, iodide quench fluorescence; active compounds read low | Q8BHY3;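 active = fluorescence-ratio B-score plate-corrected deviation score at least 3 library SD below zero, with starting fluorescence score within 5 deviations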;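 also: channel opened by trigger with iodide after compound preincubation; score built on the fluorescence ratio of max minus min over baseline; more negative score means more quench and so TMEM16A activation or potentiation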
# Active calls of the source: *; i = inactive; · = not tested or not shown. Compounds were not picked by outcome; about 6.7% have a hit in one of these screens.
Molecule	TRPC6 activator	TRPC4 block	TRPC4 act	TRPC6 inh	MrgX1 allo act	SKKanGAS inh	TRPC4 potent	MrgX1 ag	ANO1 block	MrgX1 antag	ANO1 activ
CC(=O)N[C@@H](Cc1c[nH]c2ccccc12)C(=O)NC1CC1	i	i	i	i	i	-8	i	i	i	i	i
CC(=O)N1c2ccc(S(=O)(=O)N3CCC(C(=O)Nc4cccc(F)c4)CC3)cc2CC1C (stereo unspecified)	i	i	i	i	i	-5	i	i	i	i	i
Cc1cc(-c2ccccc2)nc2[n+]1CCN2C	i	i	i	i	i	4	i	i	i	i	i
C=CCN1C(=O)c2ccc(C(=O)N3CCN(c4ccccc4OC)CC3)cc2C1=O	i	i	i	i	i	8	i	i	i	i	i
CCOc1ccc(S(=O)(=O)n2cnc3ccccc32)cc1	i	i	i	i	i	-3	i	i	i	i	i
NC(=O)C1CCN(C2=C(NS(=O)(=O)c3ccc(Br)cc3)C(=O)c3ccccc3C2=O)CC1	i	i	i	i	i	9	i	i	i	i	i
CCc1ccc(C(=O)c2cnc3ccc(OC)cc3c2N2CCN(CC)CC2)cc1	i	i	230*	i	i	2	i	i	i	i	i
CC(/C=C/c1ccccc1F)=N\NC(=O)c1cccc(F)c1	i	i	i	i	i	36	i	i	i	i	i
CSCCOC(=O)COc1ccc(/C=N/NC(=O)c2nn(C)cc2Cl)cc1	i	i	i	i	i	-4	i	i	i	i	i
Cc1csc2c(=O)[nH]cnc12	i	i	i	i	i	3	i	i	i	i	i
Cc1nn(-c2ccccc2)c(C)c1C(=O)OCC(=O)N1CC(=O)Nc2ccccc21	i	i	i	i	i	-1	i	i	i	i	i
Cc1cc(C)c(NC(=O)CNC(=O)c2ccc(-n3cncn3)c([N+](=O)[O-])c2)c(C)c1	i	i	i	i	i	-2	i	i	i	i	i
O=C(OCc1nc2ccccc2s1)c1cccc(N2C(=O)CCC2=O)c1	i	i	i	i	i	-12	i	i	i	i	i
COC(=O)N1C(=O)[C@](Cc2ccccc2)(c2ccccc2)N1C(=O)OC	i	i	i	i	i	6	i	i	i	i	i
Cc1cnc(C(=O)NCC(c2ccccc2)c2ccccc2)cn1	i	i	i	i	i	-7	i	i	i	i	i
Cc1ccc(CSc2nnc(SCC(=O)N/N=C/c3ccccc3OCC(=O)O)s2)cc1	i	i	i	i	i	2	i	i	i	i	i
Oc1ccc(/C=N/Nc2ccc(C(F)(F)F)cn2)c(O)c1	i	i	i	i	i	8	i	i	i	i	i
COc1cccc(CNC(=O)c2ccccc2-c2ccccc2)c1	i	i	i	i	i	-1	i	i	i	i	i
CC(C)OC(=O)C1C2C=CC3(CN(C(C)c4ccc(Br)cc4)C(=O)C13)O2 (stereo unspecified)	i	i	i	i	i	0	i	i	25*	i	i
Cc1ccsc1/C=C(\C#N)C(=O)NCCCN1CCOCC1	i	i	i	i	24*	-7	i	i	i	i	i
Cc1ccc(N(C(=O)c2sc(C)nc2C)C(C(=O)NCc2ccco2)c2ccccc2)cc1 (stereo unspecified)	i	i	i	i	i	2	i	i	i	i	i
Cc1c(-c2ccccc2)c(=O)oc2cc(O)ccc12	i	i	i	i	i	-1	i	i	i	i	i
Cc1nc(-c2ccc(NS(=O)(=O)c3ccccc3)cc2)cs1	i	i	i	i	i	4	i	i	i	i	i
CSC1=N/C(=C/c2ccc(-n3cncn3)cc2)C(=O)N1	i	i	i	i	i	1	i	i	i	i	i
CCCN(C(=O)c1ccc(OCC(C)C)cc1)c1c(N)n(Cc2ccccc2)c(=O)[nH]c1=O	i	i	i	i	i	6	i	i	i	i	i
Cc1c(Br)cc(-c2nnco2)cc1Br	i	i	i	i	i	6	i	i	i	i	i
O=C(CNC(=O)c1cccs1)OCC(=O)c1ccccc1	i	i	i	i	i	-2	i	i	i	i	i
Cc1c(CCO)c(=O)n(-c2ccccc2)n1S(=O)(=O)c1ccc([N+](=O)[O-])cc1	i	i	i	i	i	-1	i	i	i	i	i
COc1ccc(C(=O)NC(=S)NNC(=O)CCc2ccccc2)cc1	i	i	96*	i	i	9	i	107*	i	i	i
COc1ccc(NC(=O)C(=O)N2N=C3CCCCC3C2(O)C(F)(F)F)cc1 (stereo unspecified)	i	i	i	i	i	16	i	i	i	i	i
COc1ccc(CC2=CC(=O)c3ccccc3C2=O)cc1	i	i	i	i	i	66*	i	i	i	i	i
COc1ccc(NS(=O)(=O)c2cc(NC(=O)c3cnc(C)cn3)ccc2N2CCCC2)cc1	i	i	i	i	i	10	i	i	i	i	i
Cc1c(C(=O)NN2CCOCC2)oc2ccccc12	i	i	i	i	i	-1	i	i	i	i	i
CC(Oc1ccccc1F)C(=O)NNC(=O)c1cc2ccccc2o1 (stereo unspecified)	i	i	i	i	i	-7	i	i	i	i	i
O=C(CCc1nnc(Cc2c[nH]c3ccccc23)o1)NC(C1CC1)C1CC1	i	i	i	i	i	9	i	i	i	i	i
Cc1ccc(-c2nn3c(C)nnc3c3ccccc23)cc1S(=O)(=O)N(C)CCO	i	i	i	i	i	-3	i	i	i	i	i
Cc1ccc(NS(=O)(=O)c2cc(C(=O)Nc3cccc([N+](=O)[O-])c3)ccc2C)cc1	i	i	i	i	i	18	i	i	i	i	i
CCN(C(=O)CCc1nc(-c2ccccc2F)no1)c1cc(OC)ccc1OC	i	i	i	i	·	-1	i	·	·	·	i
O=C(CCN1CCN(C/C=C/c2ccccc2)CC1)Nc1ccc(Cl)cc1	i	i	i	i	i	1	i	i	i	i	i
CSc1cccc(NC(=O)CSc2nc3ccccc3o2)c1	i	i	i	i	i	1	i	i	i	i	i
O=C(CSc1nc(N2CCOCC2)nc(N2CCOCC2)n1)Nc1cccc(C(F)(F)F)c1	i	i	i	i	i	54*	i	i	i	i	i
COc1ccc(-c2cn3cc(C)ccc3n2)cc1OC	i	i	i	-7.6*	i	-11	i	i	i	i	i
COC(=O)c1c(C)oc(C)c1S(=O)(=O)NCc1ccco1	i	i	i	i	i	-1	i	i	i	i	i
NNC(=O)c1sccc1OCc1cccc(C(F)(F)F)c1	i	i	i	i	i	20	i	i	i	i	i
Cc1ccn2c(c1)nc(=S)n2C(=O)c1ccccc1	i	i	i	i	i	-1	i	i	i	i	i
COc1ccc(CNC(=O)[C@H](C)[C@@H]2C[C@@]2(C)[C@@H](NC(=O)OCc2ccccc2)c2ccccc2)cc1OC	i	i	i	i	i	9	i	i	i	i	·
COc1cc(NC(=O)C(Cc2ccccc2)n2cccc2)cc(OC)c1 (stereo unspecified)	i	i	i	i	7.1*	-3	i	i	i	i	i
Cc1nc2ccccc2c2ncccc12	i	i	i	i	i	0	i	i	i	i	i
Cc1ccc(NC(=S)NC(=O)C2CCC2)cc1C	i	i	i	i	i	1	i	i	i	i	i
COc1ccc(S(=O)(=O)N2CC(C(=O)O)Oc3ccccc32)cc1 (stereo unspecified)	i	i	i	i	i	-3	i	i	i	i	i
NC(=O)CCn1cnc2ccccc21	i	i	i	i	i	2	i	i	i	i	i
CS(=O)(=O)Cc1ccc(C(=O)NC(c2ccccc2)c2ccccc2)cc1	i	i	i	i	i	0	i	i	i	i	i
O=C(NCC1CCCO1)c1ccc2c(=O)n(-c3ccccc3)c(=S)[nH]c2c1 (stereo unspecified)	i	i	i	i	i	2	i	i	i	i	i
Cc1cc(C(=O)N/N=C/c2sccc2C)no1	i	i	i	i	i	-4	i	i	i	i	i
CCOC(=O)c1c(/N=C/c2cc([N+](=O)[O-])ccc2O)sc(C)c1C	i	i	i	i	i	22	i	i	i	i	i
S=C(Nc1ccc(Cl)cc1)N(CCCN1CCOCC1)Cc1ccco1	i	i	i	i	i	0	i	i	i	i	i
NS(=O)(=O)c1cccc(NC(=O)CSc2nc3ccccc3c(=O)n2CCCN2CCOCC2)c1	i	i	i	i	i	18	i	i	i	i	i
Cc1ccccc1-c1nc(CS(=O)CC(=O)NCCN2CCN(Cc3ccccc3)CC2)c(C)o1 (stereo unspecified)	i	i	i	i	i	-15	i	i	i	i	i
O=C(NCc1cccnc1)/C(=C/c1ccc(Cl)cc1)NC(=O)c1ccccc1	i	i	i	-5.6*	i	-4	i	i	i	i	i
CCOC(=O)C1=C(C)NC(=S)N(C(C)=O)C1c1ccc(OC)c(OC)c1 (stereo unspecified)	i	i	i	i	i	8	i	i	i	i	i

# Molecules above that have a COOH group (2):
Molecule	TRPC6 activator	TRPC4 block	TRPC4 act	TRPC6 inh	MrgX1 allo act	SKKanGAS inh	TRPC4 potent	MrgX1 ag	ANO1 block	MrgX1 antag	ANO1 activ
Cc1ccc(CSc2nnc(SCC(=O)N/N=C/c3ccccc3OCC(=O)O)s2)cc1	i	i	i	i	i	2	i	i	i	i	i
COc1ccc(S(=O)(=O)N2CC(C(=O)O)Oc3ccccc32)cc1 (stereo unspecified)	i	i	i	i	i	-3	i	i	i	i	i

# Next structures
Molecule	TRPC6 activator	TRPC4 block	TRPC4 act	TRPC6 inh	MrgX1 allo act	SKKanGAS inh	TRPC4 potent	MrgX1 ag	ANO1 block	MrgX1 antag	ANO1 activ
c1ccc(CCCc2nc(-c3ccccn3)no2)cc1	i	i	i	i	i	-10	i	i	i	i	i
Cc1cc2ncn(C(=O)N3CCCC3)c2cc1C	i	i	i	i	i	-1	i	i	i	i	i
COc1ccc(CNC(=O)C(c2ccco2)N(C(=O)c2snc(C(N)=O)c2N)c2cccc(OC)c2)cc1 (stereo unspecified)	i	i	i	i	i	-7	i	i	i	i	i
CC(C)c1ccc(C2C3=C(CC(C)(C)CC3=O)NC3=C2C(=O)c2ccccc23)cc1 (stereo unspecified)	i	i	i	i	i	24	i	i	i	i	i
CCCS(=O)(=O)NCc1cn2cccc(C)c2n1	i	i	i	i	i	-3	i	i	i	i	i
C/C(=N\NS(=O)(=O)c1ccc(C)cc1)c1cccs1	i	i	i	i	i	5	i	i	i	i	i
